Source: PubChem
OPRM1-OPRD1 ag – agonists of OPRM1-OPRD1 heterodimerization, primary screen, cell-based, luminescence. cells. activation, % at 9.3 µM. 0.3% of 340,000 active; in the data active means activation above about 18%;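 further: 0% = vehicle-treated cells and 100% = reference agonist; values of inactives mirror those of a sister screen read the other way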
PKA-R1A activ – activators of PKA-R1A holoenzyme, primary screen, biochemical, fluorescence polarization, Cy5-IP20, bovine R1A, mouse PKAc; PKA-R1A dissociation; scaled: DMSO 0%, 113 µM cGMP 100%; 0.083% of 340,000 active; cAMP-dependent protein kinase type I-alpha regulatory subunit (Bos taurus) + …; AID 504707, 2011; activation, % at 11.4 µM;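 active means percent activation above the mean of all tested compounds plus 3 SD, cut at about 19% in these data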;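 further: higher means more PKAc released from R1A so a rise in polarization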
DAGLB inh – DAGLB lipase inhibitors, primary screen, biochemical, fluorescence, HTS; Diacylglycerol lipase-beta (Homo sapiens), Q8NCG7; HEK293T DAGLB membrane lysate, EnzChek fluorogenic substrate; inhibition, % at 5.17 µM; 0.059% of 340,000 active; AID 504411, 2011; in the data active means inhibition above about 34%;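 further: 0% = enzyme with vehicle and 100% = wells lacking enzyme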
Target sequence (Q8NCG7 whole entry, looked up): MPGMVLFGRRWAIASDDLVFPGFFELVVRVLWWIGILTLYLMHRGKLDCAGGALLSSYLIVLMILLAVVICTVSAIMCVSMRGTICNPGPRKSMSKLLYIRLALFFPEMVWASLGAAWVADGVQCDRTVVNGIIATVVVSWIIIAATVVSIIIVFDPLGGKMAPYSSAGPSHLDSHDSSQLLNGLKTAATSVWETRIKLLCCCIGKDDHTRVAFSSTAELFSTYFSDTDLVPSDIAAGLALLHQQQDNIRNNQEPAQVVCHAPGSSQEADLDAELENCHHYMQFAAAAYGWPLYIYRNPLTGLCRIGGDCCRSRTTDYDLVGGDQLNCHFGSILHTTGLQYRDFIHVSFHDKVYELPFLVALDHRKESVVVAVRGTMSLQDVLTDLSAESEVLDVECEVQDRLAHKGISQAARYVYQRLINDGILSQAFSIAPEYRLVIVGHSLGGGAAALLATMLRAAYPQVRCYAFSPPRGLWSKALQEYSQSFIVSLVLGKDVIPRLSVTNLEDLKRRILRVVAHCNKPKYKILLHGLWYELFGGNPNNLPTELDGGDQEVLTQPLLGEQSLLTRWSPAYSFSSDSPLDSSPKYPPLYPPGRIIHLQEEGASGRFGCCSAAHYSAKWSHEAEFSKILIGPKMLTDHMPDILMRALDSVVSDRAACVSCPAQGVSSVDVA
V-ATPase pHluor – regulators of yeast V-ATPase proton pumping, primary screen, pHLuorin cytosolic pH fluorescence. S. cerevisiae. response, % at 10 µM. 0.37% of 350,000 active; in the data active means response mostly above about 7.3%, no sharp cut-off; inactive means mostly below about 5.4%; further: actives read high; inactives centre near 0; some compounds called inactive have numbers as strong as hits; reference of the scale not given here
PKA-R2B act – activators of PKA-R2B holoenzyme, primary screen, biochemical, fluorescence polarization, Cy5-IP20, human; cAMP-dependent protein kinase catalytic subunit beta (Homo sapiens) + cAMP-dependent …; PKA-R2B holoenzyme dissociation; R2B truncated from residue 108, S112A mutant; 0% DMSO only, 100% 113 µM cGMP; activation, % at 11.4 µM; 0.079% of 340,000 active; AID 504700, 2011;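 active means activation above a cutoff set at the mean over all compounds plus 3 SD, cut at about 18% in these data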;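 further: higher means more holoenzyme dissociation and a rise in polarization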
MOR-DOR inv ag – inverse agonists of MOR-DOR heterodimerization, primary screen, cell-based, luminescence; 0.21% of 340,000 active; cell-based MOR-DOR heterodimer luminescence, inverse agonism; inhibition, % at 9.3 µM; in the data active means inhibition above about 22%, passing the limit was not always enough;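 further: 0% = cells with DMSO and 100% = wells without cells with DMSO; values of inactives mirror those of a sister screen read the other way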
HTR5A inv ctr – HTR5A inverse agonists in luminescence cell assay, primary screen, counter-screen for OPRM1-OPRD1 heterodimer inverse agonist project, full-deck HTS. HTR5A cell line, inverse agonism. inhibition, % at 9.3 µM. 0.083% of 340,000 active. AID 504634, 2011; in the data active means inhibition mostly above about 23%, no sharp cut-off; inactive means mostly below about 18%;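 further: 0% = cells with DMSO and 100% = no-cell wells with DMSO; some compounds called inactive have numbers as strong as hits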
DSG3 Ab inh – inhibitors of pemphigus antibody binding to DSG3, primary screen, biochemical, bead-based, flow cytometry, scFv-GFP; Desmoglein-3 (Homo sapiens), P32926; DSG3-coupled beads, scFv-anti-DSG3-GFP binding; stronger effect = lower value; binding (percent of control), % at 10 µM; 0.48% of 310,000 active;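 active means binding more than 3 SD below its plate's average and above zero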;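 further: hits lower antibody fragment binding to DSG3; some compounds called inactive have numbers as strong as hits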
Arr AP2 block – inhibitors of beta-arrestin/AP2 binding, primary screen, biochemical, GPCR trafficking, flow cytometry. 0.31% of 340,000 active. inhibition, % at 10 µM. AID 504490, 2011. FITC-arrestin peptide / GST-AP2 beads; AP2 beta2 appendage carries R879A mutation;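 active means inhibition above a set limit, near 3 SD of compounds lacking own fluorescence, cut at about 54% in these data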;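 further: plate controls were DMSO wells for no effect and 5 µM unlabelled arrestin peptide for full effect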
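test system = AP2 appendage R879A on GSH beads | buffer or medium = PBS plus Tween 20 (0.05%) and BSA (0.1%) | incubation = 12 min plus 1 h, RT | detection = bead flow cytometry, FITC channel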
HTR5A ag – HTR5A agonists in luminescence cell assay, primary screen, counter-screen for OPRM1-OPRD1 heterodimer agonist project, full-deck HTS | 5-hydroxytryptamine receptor 5A (Homo sapiens), P47898 | cell-based | activation, % at 9.3 µM | 0.61% of 340,000 active | AID 504692, 2011; in the data active means activation mostly above about 9.5%, no sharp cut-off; inactive means mostly below about 7.6%;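 further: 0% = cells with vehicle only and 100% = reference agonist; strong numbers were not always called active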
* = called active by the depositor; . = not tested or not shown.

SMILES	OPRM1-OPRD1 ag	PKA-R1A activ	DAGLB inh	V-ATPase pHluor	PKA-R2B act	MOR-DOR inv ag	HTR5A inv ctr	DSG3 Ab inh	Arr AP2 block	HTR5A ag
COc1ccc(C)cc1NC(=O)CSc1ccc(-c2cccnc2)nn1	-0.9	5	1	-2	2	5	-16	93	-15	8
COc1cc(N)c(Br)cc1C(=O)O	-3.8	-2	-2	0	2	18	-5	100	-7	5
O=S(=O)(c1ccc(Br)cc1)N1CCn2c(nc3ccccc32)C1	.	-1	-1	1	5	.	.	83	4	.
COC(=O)c1cc(-c2ccccc2)sc1NC(=O)CN1C(=O)c2ccccc2C1=O	-3.4	-7	-2	-1	-10	18	13	99	0	-5
COc1cccc(-c2cn(-c3cccc(C(F)(F)F)c3)c(=S)[nH]2)c1	6.4	10	3	-1	10	-31	-3	90	31	1
COCc1cc(/C=N\NC(=O)c2ccc(Cl)cc2)ccc1OC	-0.4	-2	-1	1	1	3	-12	96	33	-5
Clc1cccc(CN2CCN(Cc3ccco3)CC2)c1	-2.2	1	3	7	-10	11	6	102	28	-2
CN(C)S(=O)(=O)N1CCN(c2ccc(Cl)cc2)CC1	-1.6	0	-1	-3	0	8	-5	99	24	-2
CC1CN(Cc2nc3c(c(=O)n(C)c(=O)n3C)n2Cc2ccccc2)CC(C)O1 (stereo unspecified)	0.2	2	0	2	-3	-1	-4	93	-5	0
O=c1oc(-c2ccccc2Cl)nc2ccsc12	-2.9	2	3	-4	-10	14	4	.	10	-4
CCCN(CCC)C(=O)c1cc2c(=O)[nH]c3ccc(C)cc3c2s1	6.5	-5	1	-3	-18	-34	1	96	11	-1
COc1cc(C(=O)NC2CCCC2)c(Br)c(OC)c1OC	0.4	1	0	1	3	-3	0	96	0	0
NC(=O)C1CCN(C(=O)COc2ccc(Nc3ccccc3)cc2)CC1	-1.5	-7	3	1	-6	8	-4	98	7	0
Cc1nccn1C(c1ccccc1)c1ccccc1	3.5	-2	4	0	6	-17	-10	.	-7	4
O=[N+]([O-])c1ccc(Sc2ccccc2)nc1	0.6	0	-2	2	11	-3	12	99	-2	-5
O=C(NCCSc1ccccc1)c1ccco1	-0.1	0	-2	-3	-1	0	7	99	13	0
COc1ccc(S(=O)(=O)N2CCOCC2)cc1NC(=O)CCNC(=O)c1ccc(Br)cc1	-1.1	-10	0	1	6	7	14	.	-9	2
Cc1ccccc1-n1c(=O)cc(N2CC(C)OC(C)C2)[nH]c1=O (stereo unspecified)	-1.1	-6	-2	-1	-3	6	-31	110	2	2
C=CCn1c(SCC(=O)Nc2ccccc2)nc2scc(-c3cccs3)c2c1=O	-1.2	-5	-1	-4	-3	7	-6	99	-8	2
CC(C)CNC(=O)/C(C#N)=C1\N=C(NC(=O)c2ccco2)c2ccccc21	-3.5	0	0	-3	-7	18	2	.	24	-1
O=S(=O)(/N=C(/c1ccccc1)N1CCOCC1)c1ccc(Br)cc1	-3.0	-4	1	0	-11	16	-3	117	-7	-1
CSc1nc(-c2ccccc2F)c(C#N)c(=O)n1C	-1.3	-7	-1	-1	-4	6	-34	103	2	12
NC1C=CC=C(C(=O)O)C1 (stereo unspecified)	-1.0	1	3	4	9	6	4	103	8	7
COC(=O)C1=C(C)NC(C)=C(C(=O)OCC2CCCO2)C1c1cccc(Cl)c1 (stereo unspecified)	-1.9	1	-3	-1	1	10	8	110	8	3
CCOC(=O)c1c(NC(=O)CC2Nc3cc(C)c(C)cc3NC2=O)sc(C)c1C (stereo unspecified)	-1.5	11	2	-2	-6	9	-20	117	-6	11
Cc1cc(C)c(C(=O)COC(=O)Cn2c(C)csc2=O)cc1C	-1.4	8	-2	-2	-2	8	-3	.	-16	4
CNCCC(=O)N1c2ccccc2CCc2ccc(NC(=O)OC)cc21	-0.8	-1	-3	1	0	3	5	107	-9	-1
CCC(CC)NC(=O)COC(=O)c1cc(Br)ccc1Cl	-3.0	-6	-4	7	4	15	7	81	-6	2
COc1ccc(C(CNC(=S)NCc2ccccc2)N2CCCC2)cc1 (stereo unspecified)	-0.9	-10	-1	-3	-8	5	-32	100	-5	-5
O=C1/C(=C/c2cccnc2)SC(=S)N1C1CCS(=O)(=O)C1 (stereo unspecified)	1.7	0	1	0	13	-10	2	99	15	4
COc1cc(OC)cc(C(=O)NCCCN2CCOCC2)c1	-1.3	4	1	-4	12	8	-1	96	25	-2
COC(=O)c1cc(C(=O)NCCC(C)C)cc([N+](=O)[O-])c1	-2.0	5	-1	-2	-5	9	-2	111	3	-5
COc1cccc(NC(=O)Nc2nnc(Cc3ccc(F)cc3)s2)c1	1.9	-4	-4	1	1	-8	1	102	30	0
COc1cc(/C=C/C(=O)Nc2nnc(CC(C)C)s2)cc(OC)c1OC	1.5	-1	-3	0	-1	-8	-18	99	12	1
CCCCN1CC(O)=C(c2nc(-c3ccc(Br)cc3)cs2)C1=N	-1.6	-14	-1	4	-6	9	11	98	2	-4
CCn1c(SCCC#N)nnc1-c1ccncc1	1.9	-5	2	-3	1	-11	16	97	28	-7
C=CC[C@H](CC(=O)N(CCO)Cc1ccccc1)C(=O)NC[C@H](OC(=O)[C@@H](CC=C)Cc1ccc(F)cc1)c1ccccc1	1.9	4	-5	1	-3	-11	4	103	-2	-1
O=C(Nc1nc2ccccc2n1CCN1CCCC1)C1CCCCC1	.	-2	-4	2	9	.	.	102	-9	.
O=C(C/C=N/OCc1ccc(F)cc1Cl)c1cnc(-c2ccccc2)s1	-2.7	-6	-12	-5	4	12	4	.	16	-5
Cc1cc(C)n(-c2nnc(C)n2/N=C/c2ccccc2F)n1	-2.0	-2	-2	3	4	10	7	103	8	0
CCOc1ccc2[nH]c(=O)c(CN(CCO)C(=O)c3ccc(Br)cc3)cc2c1	-1.1	-8	-3	-4	1	6	-12	85	26	5
COc1cc(CCCN2C(=S)NC[C@@H]2c2ccccc2)cc(OC)c1OC	1.6	0	-1	0	-9	-9	0	105	-2	7
COc1ccc(N=c2oc3c(OC)cccc3cc2C(=O)NCc2ccco2)cc1OC	-2.7	5	5	0	-1	13	0	99	3	0
CCC(C(=O)Nc1c(C)cc(C)cc1C)N1CCCCCC1 (stereo unspecified)	-2.3	5	-1	1	0	11	5	114	-13	-1
COc1ccc(CCN2C(=O)CSC2c2ccc(OC)c(OC)c2)cc1OC (stereo unspecified)	4.1	-15	-1	-6	-12	-30	-6	108	4	2
C=C1CCN([C@@H](CC(C)C)C(=O)Nc2nc3ccc(Cl)cc3s2)S(=O)(=O)c2ccccc21	1.9	9	-1	0	-4	-10	-13	102	-3	-4
O=c1cc(CO)oc(C(Nc2ccccn2)c2ccccc2F)c1O (stereo unspecified)	-0.9	-4	4	-3	-20	5	-13	102	5	5
CCC(=O)Nc1ccc(/C(C)=N\NC(=O)c2ccc(OC)cc2)cc1	0.1	-2	0	-3	-1	0	14	99	5	-2
N#Cc1sc2nc3c(c(-c4cccnc4)c2c1N)CCC3	-0.9	-3	-1	-2	-4	5	-7	98	15	0
C/C(=N\Nc1ccc(Cl)c(C(=O)O)c1)c1cc2ccccc2o1	-3.4	-6	6	-5	0	17	12	112	6	-4
CCOC(=O)c1c(C)oc2ccc(NS(=O)(=O)c3ccc4c5c(cccc35)C(=O)N4)cc12	0.3	-10	-1	3	-12	-2	-13	99	2	3
Cc1ccc(C(=O)Oc2ccccc2C(=O)N2CCOCC2)cc1	-2.8	-6	-2	2	-4	16	20	107	6	2
C[C@H]1CN([C@@H](C)CO)C(=O)CCCn2cc(nn2)CO[C@@H]1CN(C)S(=O)(=O)c1ccc(Oc2ccccc2)nc1	.	-5	-3	1	-8	.	.	107	.	.
